Scp1 inh = Scp-1 (human) phosphatase inhibition | Q9GZU7 | inhibition, % at 20 µM | Recombinant Scp1, phosphopeptide, malachite green phosphate absorbance | hit rate 0.88% among 340,000;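 active = inhibition above about 50% at 20 µM, limit read from the data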;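 note: plate controls were DMSO wells with enzyme for no effect and wells lacking enzyme for full effect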
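Assay system: SCP-1 catalytic fragment, aa 76-261 | Buffer or medium: Tris acetate buffer pH 5.5 with MgCl2 and Tween-20 | Compound: One concentration, 20 µM, with 1.0% DMSO | Also added: Phospho 17-mer peptide substrate | Signal: Absorbance at 630 nm | Incubation: 45 min enzyme reaction at room temperature | Measure: % inhibition of SCP-1 phosphate liberation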
NadD inh = NadD (S. aureus) enzyme inhibition. purified NadD enzyme, colorimetric absorbance read-out. inhibition, % at 20 µM. hit rate 0.78% among 360,000. AID 602399; in the data active = inhibition above about 26%; note: some compounds past the cut are filed as inactive
NRP1-CendR mod = NRP-1/CendR interaction modulation; FAM-RPARPAR peptide binding to NRP-1, fluorescence polarization; hit rate 0.85% among 360,000; inhibition, % at 25 µM; O14786; AID 602438;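 active = inhibition or corrected inhibition above about 18%, plus a signal ratio from 0.5 to 1.5, limit read from the data, passing the limit was not always enough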; note: strong numbers were not always called active
LMPTP block = blocks human LMPTP phosphatase. P24666. recombinant LMPTP-A, OMFP fluorogenic substrate, fluorescence intensity. inhibition, % at 20 µM. hit rate 0.22% among 360,000;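 active = compounds that cut the enzyme signal by at least half of the control window in the single-dose screen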;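 note: plate controls were DMSO wells with enzyme plus substrate for no effect and substrate without enzyme for full effect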
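Test system – LMPTP-A phosphatase enzyme · Quantity – 0.625 nM LMPTP-A final · Reagent – OMFP substrate, 400 µM final · Dosing – one test concentration per compound, 20 µM, with 3% DMSO overall · Timing – 50 min enzyme reaction at room temperature, protected from light · Detection – fluorescence intensity · Controls – substrate-only low control, DMSO enzyme-plus-substrate high control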
SUMO1 PPI mod = SUMO1-SIM interaction modulation | AID 602429 | P63165 | SUMO1 binding to a labelled peptide, TR-FRET, 1 h | hit rate 0.33% among 360,000 | inhibition, % at 20 µM; in the data active = inhibition above about 37%
TbMetRS inhib = Trypanosoma brucei MetRS inhibition; inhibition, % at 11.9 µM; AID 624268; purified T. brucei MetRS, ATP depletion, Kinase-Glo luminescence; hit rate 0.4% among 360,000;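 active = inhibition above a per-plate cutoff of the control wells' mean inhibition plus 3 SD, cut at about 5.5% in these data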;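 note: 0% = DMSO wells median and 100% = median of wells with control inhibitor compound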
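Test system: purified T. brucei MetRS enzyme. Also added: ATP, methionine and E. coli bulk tRNA substrates. Compound: 11.9 µM single point. Schedule: 15 min enzyme-compound preincubation, 2 h reaction, 10 min detection, 25 °C. Signal: luciferase luminescence of residual ATP, Kinase-Glo. Evaluation: percent inhibition versus plate control medians. Controls: DMSO wells, low control.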
SKN-1 inh = C. elegans SKN-1 inhibition. hit rate 0.49% among 360,000. inhibition, % at 21.8 µM. C. elegans VP596 Pgst-4::GFP/RFP ratio, acrylamide-induced, 24 h;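 active = interference check ratio from 0.5 to 1.5 plus GFP to RFP signal ratio inhibition reaching or exceeding a fixed threshold, cut at about 30% in these data, passing the limit was not always enough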; note: some compounds called inactive have numbers as strong as hits
STEP block = inhibitors of human striatal-enriched phosphatase STEP; hit rate 0.25% among 360,000; AID 588621; P54829; inhibition, % at 20 µM; recombinant STEP, OMFP fluorogenic substrate, fluorescence;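 active = inhibition at 20 µM, scaled per plate between control wells, above about 37%, limit read from the data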;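 note: 0% = DMSO with enzyme and substrate and 100% = substrate only without enzyme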
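Assay system: isolated STEP enzyme / Timing: 20 min at room temperature, dark / Doses: 20 µM, 1% DMSO / Technique: fluorescence intensity, excitation 480 nm, emission 540 nm / Reagent: fluorogenic phosphatase substrate OMFP at 25 µM final / Measure: percent inhibition scaled to no-enzyme and uninhibited-enzyme controls, plate-pattern corrected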
Neddyl block = cullin neddylation inhibition. calls only at 25 µM. TR-FRET cullin neddylation, biochemical. hit rate 0.58% among 360,000; in the data active = inhibition above about 36%
DNMT1 block = inhibitors of human DNMT1; P26358; hit rate 0.83% among 360,000; inhibition (reported as % activation of signal), % at 10 µM; DNMT1 molecular beacon, Hinp1I cleavage, fluorescence; in the data active = inhibition above about 50%
Target sequence (P26358 504-1616 limits assumed): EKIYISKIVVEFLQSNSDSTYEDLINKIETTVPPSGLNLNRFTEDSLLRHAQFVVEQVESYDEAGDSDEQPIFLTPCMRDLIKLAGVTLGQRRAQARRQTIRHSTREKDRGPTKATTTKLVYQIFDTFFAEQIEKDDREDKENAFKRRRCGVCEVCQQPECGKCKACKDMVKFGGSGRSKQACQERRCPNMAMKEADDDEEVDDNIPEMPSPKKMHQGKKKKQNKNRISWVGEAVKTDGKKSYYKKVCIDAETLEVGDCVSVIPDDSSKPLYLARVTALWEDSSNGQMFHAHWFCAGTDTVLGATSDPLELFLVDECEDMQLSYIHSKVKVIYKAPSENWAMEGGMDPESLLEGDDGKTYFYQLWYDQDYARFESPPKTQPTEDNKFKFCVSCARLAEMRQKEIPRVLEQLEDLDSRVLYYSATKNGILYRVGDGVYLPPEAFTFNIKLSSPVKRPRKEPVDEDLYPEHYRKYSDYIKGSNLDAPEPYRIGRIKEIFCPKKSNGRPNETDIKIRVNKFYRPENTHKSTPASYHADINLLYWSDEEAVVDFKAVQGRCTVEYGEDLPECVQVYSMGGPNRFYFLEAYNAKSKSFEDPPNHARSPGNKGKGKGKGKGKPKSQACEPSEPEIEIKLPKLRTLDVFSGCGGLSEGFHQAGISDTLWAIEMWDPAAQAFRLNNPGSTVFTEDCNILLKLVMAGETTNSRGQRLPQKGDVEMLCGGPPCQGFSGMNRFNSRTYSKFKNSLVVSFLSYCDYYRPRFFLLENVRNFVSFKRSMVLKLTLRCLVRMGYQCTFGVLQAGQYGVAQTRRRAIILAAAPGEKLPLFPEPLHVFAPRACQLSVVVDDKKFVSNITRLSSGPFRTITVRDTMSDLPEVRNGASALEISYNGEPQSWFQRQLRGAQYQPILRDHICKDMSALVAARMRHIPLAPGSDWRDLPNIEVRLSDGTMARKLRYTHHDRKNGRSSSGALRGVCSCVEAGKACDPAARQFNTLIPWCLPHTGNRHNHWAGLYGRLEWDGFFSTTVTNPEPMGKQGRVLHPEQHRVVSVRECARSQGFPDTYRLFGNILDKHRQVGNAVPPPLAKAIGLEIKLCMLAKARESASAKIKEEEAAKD
An asterisk follows results filed as active; i = inactive; . = not tested or not shown.

#	Scp1 inh	NadD inh	NRP1-CendR mod	LMPTP block	SUMO1 PPI mod	TbMetRS inhib	SKN-1 inh	STEP block	Neddyl block	DNMT1 block	Structure
1	-3.2	-2.7	4.9	1.3	2.2	0.1	4.5	0.5	i	0.3	COc1ccc(CNC(=S)NCc2ccc(OC(C)C)cc2)cc1
2	-8.1	-4.7	28.0*	0.8	2.6	-0.3	9.7	0.8	i	-7.9	O=S1(=O)CCOC[C@H](Cc2ccccc2)N1Cc1ccccc1F
3	-9.5	-8.9	14.8	0.3	-2.2	-0.7	13.4	1.3	i	-0.7	CC(C)CC(=O)NC(c1ccccc1)c1c(O)ccc2ccccc12 (stereo not drawn)
4	-10.9	9.1	-0.8	1.6	-4.4	-0.2	-9.7	3.3	i	-8.0	Cc1cccc(C(=O)NN2C(=O)C3C(c4ccccc4)C=CC(c4ccccc4)C3C2=O)c1 (stereo not drawn)
5	61.1*	0.7	-3.1	3.1	4.6	0.8	8.6	2.7	i	39.5	O=C(Nc1nnc(C2CC2)s1)C1CC(=O)N(c2ccc3c(c2)OCCO3)C1 (stereo not drawn)
6	-4.5	-3.5	-5.3	0.1	-0.5	-1.1	16.7	1.8	i	-0.7	CC(OC(=O)c1ccccc1CCc1ccccc1)C(N)=O (stereo not drawn)
7	-4.4	7.3	-8.3	-1.4	-1.3	-0.6	-0.8	-4.8	i	1.6	CC(NC(=O)c1noc2c1CCCC2)c1ccccc1 (stereo not drawn)
8	-10.1	-0.3	-6.3	0.0	5.3	-0.2	20.5	-4.6	i	-3.2	COc1ccc(NC(=O)CN(CC(=O)Nc2ccc(OC)cc2)C(C)(C)CO)cc1
9	-5.0	-4.5	0.5	0.4	-0.6	-0.4	4.0	-0.4	i	-2.6	CC(C)C(=O)Nc1cccc(NC(=O)c2cc3ccccc3o2)c1
10	-10.3	-0.7	-10.4	-0.7	-3.5	-0.6	-12.8	0.0	i	-1.6	CC(=O)Nc1ccccc1OCC(=O)c1ccc2c(c1)OCO2
11	-2.5	-0.2	5.0	-0.6	-2.5	0.9	6.5	0.7	i	0.5	COc1ccc(C2CC2C(C)=O)cc1 (stereo not drawn)
12	-3.0	-6.8	-1.9	1.2	3.0	-0.7	9.3	-0.5	i	0.8	CC(O)CNc1nc2ccccc2n1CC(=O)NCC(F)(F)F (stereo not drawn)
13	-6.2	5.8	12.2	-1.5	2.0	0.4	-9.4	1.6	i	-0.9	Cc1cc(C)c2c(NC(=S)Nc3ccccc3)n[nH]c2n1
14	-4.7	0.2	-4.2	-1.2	-17.2	-0.3	2.6	3.0	i	1.4	COc1c(C=O)c2c(c(OC)c1OC)-c1ccc(OC)c(=O)cc1C(NC(C)=O)CC2 (stereo not drawn)
15	-5.6	-2.3	-30.0	2.7	-42.5	-0.3	22.7	0.3	i	-0.7	NC(=O)CC(NC(=O)c1ccccc1)c1ccc(NCC2CC2)c([N+](=O)[O-])c1 (stereo not drawn)
16	.	2.3	-2.7	-1.7	-1.7	0.1	16.5	-2.9	i	2.0	CC1(C(=O)NS(=O)(=O)c2ccc(Br)cc2)CCN1C(=O)C1CCCCC1 (stereo not drawn)
17	.	3.3	2.2	-1.2	-1.1	-0.2	17.4	-1.9	i	-0.7	CC(NS(=O)(=O)c1cc2c3c(c1)CCN3C(=O)CC2)c1ccccc1 (stereo not drawn)
18	-3.1	-0.9	3.6	-0.4	-0.3	0.2	-0.7	-1.9	i	1.0	O=C(COC(=O)/C=C/c1ccc(Cl)cc1)Nc1ccccc1
19	-14.5	2.1	-3.4	3.6	-1.1	0.3	11.5	1.6	i	-9.8	Cc1c2ccccc2c(C)c2c1ccc1ccccc12
20	-11.2	1.6	5.1	-0.5	1.9	-0.1	-9.0	-1.9	i	3.5	O=C(CN(Cc1ccc(F)cc1)C(=O)CCC(=O)Nc1ccccn1)NCc1ccco1
21	-7.0	-7.9	6.8	0.0	-3.1	-0.6	-6.8	-2.7	i	4.9	CCc1ccccc1NC(=O)CC1S/C(=N\c2nccs2)N(CC)C1=O (stereo not drawn)
22	-8.1	-2.2	9.1	-0.6	-21.4	-0.8	-7.3	-0.3	i	0.9	Cc1ccc(/C=N/n2nnnc2N)cc1[N+](=O)[O-]
23	0.5	-5.1	-5.0	-0.6	-2.3	-0.4	-9.6	-1.7	i	-0.5	CC(=O)Nc1ccc(S(=O)(=O)NCC(=O)N2CCN(S(=O)(=O)c3cccs3)CC2)cc1
24	-0.8	0.4	5.2	2.2	1.1	-0.4	-4.5	0.0	i	-3.2	COc1ccccc1NC(=O)C(=O)NCC(c1ccco1)N1CCc2ccccc2C1 (stereo not drawn)
25	-0.7	-6.7	11.1	0.8	-54.3	-0.5	-4.6	0.3	i	1.3	Cc1ccc2sc(N(CCCN(C)C)C(=O)c3ccc(Br)s3)nc2c1C
26	-7.8	-1.4	18.3	-0.8	-9.3	0.1	8.1	2.3	i	-3.1	O=[N+]([O-])c1cccc(S(=O)(=O)Nc2ccc(S(=O)(=O)Nc3nccs3)cc2)c1
27	2.4	0.6	-1.6	-1.0	-2.0	-1.1	1.8	-1.2	i	0.5	CC(C)Oc1ccc(C(=O)Nc2ccc(N3CCCCC3)cc2)cc1
28	18.9	0.5	-0.4	-1.0	-0.4	0.3	4.4	-2.9	i	2.2	CC(=O)NC(CCS(C)(=O)=O)C(=O)Nc1ccc(Cl)c(Cl)c1 (stereo not drawn)
29	-4.2	-1.9	-8.7	-0.3	-0.3	0.4	-14.3	0.5	i	1.4	CCCS(=O)(=O)C/C(N)=N/OC(=O)c1ccc(Cl)cc1
30	10.0	5.3	6.5	33.1	-24.3	-1.7	-21.2	18.8	i	-4.9	O=[N+]([O-])c1ccc(O)c(/C=N/Nc2ccc(Cl)nn2)c1

#	Scp1 inh	NadD inh	NRP1-CendR mod	LMPTP block	SUMO1 PPI mod	TbMetRS inhib	SKN-1 inh	STEP block	Neddyl block	DNMT1 block	Structure
31	-4.9	-6.4	-2.9	0.1	-30.7	-0.4	-8.6	0.9	i	2.6	COC(=O)c1ccc(-c2nc(O)c3cnccn23)cc1
32	5.3	3.0	131.3	16.6	-142.5	0.7	-8.7	-33.4	i	75.8*	CCCCN1C(=O)/C(=C/C=C2/CC(C)(C)CN2C)SC1=S
33	-8.5	-7.5	-14.3	-0.9	-2.1	0.3	-13.1	-1.2	i	-3.2	COc1ccc(C(=O)C2CCCN(Cc3ccc(C#CCCO)cc3)C2)c(OC)c1 (stereo not drawn)
34	-2.0	-13.1	-1.9	-0.6	1.6	0.8	5.8	0.2	i	1.6	O=C(O)C1CC(=O)N(c2ccc(OCc3ccc(Br)cc3)cc2)C1 (stereo not drawn)
35	-14.9	-0.9	-3.7	1.2	0.4	-0.8	4.0	0.7	i	6.6	O=C(NCCCc1ccccc1)c1cccc(Br)c1
36	-3.9	-4.7	3.2	1.8	-9.2	-0.4	4.2	-0.4	i	-0.8	CCn1c(/C=C\c2ccccc2C)nc2ccccc2c1=O
37	-9.0	-9.7	6.4	-1.9	1.2	-0.4	15.6	-3.1	i	-0.1	O=C(O)COc1ccccc1/C=N/NC(=O)CNC(=O)c1ccc(F)cc1
38	-2.8	3.5	-5.3	-2.6	13.2	0.1	20.6	-4.6	i	4.7	CCOC(=O)N1CCN(c2c(N3CCC(N4CCCCC4)CC3)c(=O)c2=O)CC1
39	-5.0	-1.0	10.2	-1.2	7.4	0.8	-8.4	2.6	i	4.9	CCN(CC)CCNC(=O)Cn1cnc2sc(C)c(S(=O)(=O)N3CCOCC3)c2c1=O
40	-3.0	-9.0	-6.9	1.2	-1.1	-0.3	-4.4	-1.2	i	-1.4	O=C(CSc1nnc(CSc2nc3ccccc3s2)o1)NC1CCCCC1
41	3.4	0.3	3.4	-0.2	4.8	0.6	7.5	-0.7	i	-0.3	Cc1ccc(CS(=O)Cc2ccc(C(=O)NC3CCCCCC3)o2)cc1 (stereo not drawn)
42	-8.8	3.3	-10.1	-2.5	-2.3	-1.7	-16.4	-3.2	i	-0.1	CNNCc1ccc(C(=O)NC(C)C)cc1

Entries by screen from the entries so far:
Compounds 35 to 39 in Neddyl block: i, i, i, i, i
Compounds 35 to 39 in DNMT1 block: 6.6, -0.8, -0.1, 4.7, 4.9

3 entries already listed, sorted by the value under LMPTP block, descending:
| No. | structure | Scp1 inh | NadD inh | NRP1-CendR mod | LMPTP block | SUMO1 PPI mod | TbMetRS inhib | SKN-1 inh | STEP block | Neddyl block | DNMT1 block |
| --- | --- | --- | --- | --- | --- | --- | --- | --- | --- | --- | --- |
| 32 | CCCCN1C(=O)/C(=C/C=C2/CC(C)(C)CN2C)SC1=S | 5.3 | 3.0 | 131.3 | 16.6 | -142.5 | 0.7 | -8.7 | -33.4 | i | 75.8* |
| 31 | COC(=O)c1ccc(-c2nc(O)c3cnccn23)cc1 | -4.9 | -6.4 | -2.9 | 0.1 | -30.7 | -0.4 | -8.6 | 0.9 | i | 2.6 |
| 38 | CCOC(=O)N1CCN(c2c(N3CCC(N4CCCCC4)CC3)c(=O)c2=O)CC1 | -2.8 | 3.5 | -5.3 | -2.6 | 13.2 | 0.1 | 20.6 | -4.6 | i | 4.7 |

Three structures from above, sorted by molar mass, rising:
#	Scp1 inh	NadD inh	NRP1-CendR mod	LMPTP block	SUMO1 PPI mod	TbMetRS inhib	SKN-1 inh	STEP block	Neddyl block	DNMT1 block	Structure
11	-2.5	-0.2	5.0	-0.6	-2.5	0.9	6.5	0.7	i	0.5	COc1ccc(C2CC2C(C)=O)cc1 (stereo not drawn)
19	-14.5	2.1	-3.4	3.6	-1.1	0.3	11.5	1.6	i	-9.8	Cc1c2ccccc2c(C)c2c1ccc1ccccc12
21	-7.0	-7.9	6.8	0.0	-3.1	-0.6	-6.8	-2.7	i	4.9	CCc1ccccc1NC(=O)CC1S/C(=N\c2nccs2)N(CC)C1=O (stereo not drawn)
